# High-throughput results (PubChem)
# ASAP1 GAP inh – ASAP1 ArfGAP inhibition | Q9ULH1 | ASAP1-stimulated ARF1 GTP hydrolysis, GDP FP detection | inhibition, % at 16.5 µM | 360,000 tested, 0.19% active | AID 624377; in the data active = inhibition above about 25%;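 also: 0% = vehicle with enzyme and substrate and 100% = no enzyme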
# Target sequence (Q9ULH1 325-724 limits assumed): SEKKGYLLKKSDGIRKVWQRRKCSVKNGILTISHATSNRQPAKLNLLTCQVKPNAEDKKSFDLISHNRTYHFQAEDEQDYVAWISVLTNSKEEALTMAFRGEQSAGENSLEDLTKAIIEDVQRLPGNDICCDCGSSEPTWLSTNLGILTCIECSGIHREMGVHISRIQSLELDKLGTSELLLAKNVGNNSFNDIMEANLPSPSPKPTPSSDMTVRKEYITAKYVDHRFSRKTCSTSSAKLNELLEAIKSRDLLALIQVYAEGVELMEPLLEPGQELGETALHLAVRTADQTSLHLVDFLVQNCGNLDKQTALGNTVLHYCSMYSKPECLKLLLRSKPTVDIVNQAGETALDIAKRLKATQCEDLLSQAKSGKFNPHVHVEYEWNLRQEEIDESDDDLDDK
# MBD2 inh – MBD2-methylated oligo binding inhibition | 370,000 tested, 0.31% active | Q9UBB5 | TR-FRET, MBD2 binding to methylated oligonucleotide | AID 686964 | inhibition, % at 4.4 µM; in the data active = inhibition above about 13%
# Target sequence (Q9UBB5 whole entry, looked up): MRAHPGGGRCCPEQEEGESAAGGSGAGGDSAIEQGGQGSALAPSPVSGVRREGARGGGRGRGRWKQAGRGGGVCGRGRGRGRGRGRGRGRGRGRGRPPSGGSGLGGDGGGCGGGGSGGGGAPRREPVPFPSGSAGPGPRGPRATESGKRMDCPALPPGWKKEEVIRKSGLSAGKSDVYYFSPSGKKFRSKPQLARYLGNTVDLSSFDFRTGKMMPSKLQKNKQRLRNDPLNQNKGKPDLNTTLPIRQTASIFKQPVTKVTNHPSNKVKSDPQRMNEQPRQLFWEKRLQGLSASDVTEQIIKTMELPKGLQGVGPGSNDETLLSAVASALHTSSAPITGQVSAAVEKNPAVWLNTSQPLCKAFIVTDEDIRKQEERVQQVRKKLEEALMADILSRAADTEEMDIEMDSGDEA
# DDE Tn7 FP inh – inhibitors of Tn7 peptide binding to human fibrin DD(E). P02675. 370,000 tested, 0.13% active. inhibition, % at 8.3 µM. FP displacement of FITC-Tn7 peptide from fibrin DD(E); 0% = median of compound wells per plate;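 active = inhibition above the mean of compounds falling within the control limits plus 3 SD of them, cut at about 14% in these data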;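 also: 0% = plate median of compound wells and 100% = 10 µM Aha-Tn7 peptide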
#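 system = human fibrin DD(E) protein | quantity = DD(E) 2 µM final | medium = Tris/NaCl/CaCl2 buffer, pH 7.8 | also added = labelled Tn7 tracer, 0.1 µM | compound dosing = single point at 8.3 µM | timing = compound with protein 10 min, then 3 h after probe, room temperature | signal = FP measurement | benchmarks = Aha-Tn7 high control | repeats = one replicate per compound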
# proKLK7 act – activates the human kallikrein-7 zymogen; purified proKLK7, EDANS-DABCYL substrate fluorescence; 100% is mature enzyme control, 0% vehicle; P49862; 370,000 tested, 0.9% active; activation, % at 7 µM; AID 652039;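 active = activation above the mean of all tested compounds plus 3 SD, computed per campaign excluding outliers beyond control limits, cut at about 13% in these data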
# Tn6 DDE FP – DD(E)-Tn6 binding inhibition, primary FP screen. Fibrin DD(E) TRITC-Tn6 fluorescence polarization displacement. inhibition, % at 8.3 µM. 370,000 tested, 0.21% active. AID 720509. P02675;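 active = inhibition above a per-campaign cutoff: mean of compounds within control limits plus 3 SD, cut at about 15% in these data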;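 also: 0% = median of all compound wells on the plate and 100% = blocking peptide control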
# PLCb3 inh – PLC-beta3 (human) inhibition, primary screen; Q01970; Purified PLC-beta3, fluorogenic substrate, fluorescence; inhibition, % at 12.2 µM; 370,000 tested, 0.18% active; AID 720704; in the data active = inhibition above about 11%;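 also: 0% = median of compound wells on plate and 100% = full blocker control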
# ADAM17 inh – inhibitors of human ADAM17; AID 720648; inhibition, % at 6.95 µM; recombinant ADAM17, EDANS/DABCYL FRET peptide cleavage; 370,000 tested, 0.83% active; P78536;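 active = inhibition above the mean of compounds lying between control limits plus 3 SD, set per campaign, cut at about 8.5% in these data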;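 also: 0% = DMSO-only wells as the low control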
# PLC-gamma1 inh – inhibitors of human phospholipase C gamma1; purified PLC-gamma1, fluorogenic substrate, fluorescence; 370,000 tested, 0.84% active; P19174; inhibition, % at 12.2 µM; in the data active = inhibition above about 9.5%
# UHRF1 binding – human UHRF1 methylated DNA binding inhibitors; Q96T88; UHRF1 binding to methylated oligo, TR-FRET; inhibition, % at 4.4 µM; 370,000 tested, 0.75% active; AID 687016; in the data active = inhibition above about 21%;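 also: UHRF1 SRA domain binding a hemimethylated CpG hairpin DNA probe; 0% = median of test compound wells and 100% = reference inhibitor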
# ARFGAP1 inh – inhibits rat ARF GTPase activating protein 1. Q62848. Arfgap1-stimulated ARF1 GTP hydrolysis, GDP FP detection. inhibition, % at 16.5 µM. 360,000 tested, 0.26% active;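 active = inhibition above a per-plate limit, mean inhibition of low control wells plus 3 SD, cut at about 25% in these data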;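 also: 0% = DMSO wells with enzyme and 100% = wells lacking Arfgap1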
# Target sequence (Q62848 1-136 limits assumed): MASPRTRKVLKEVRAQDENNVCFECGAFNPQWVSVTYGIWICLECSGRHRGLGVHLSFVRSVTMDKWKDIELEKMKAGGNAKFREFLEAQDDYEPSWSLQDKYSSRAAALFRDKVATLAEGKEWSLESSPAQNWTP
#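 System: truncated rat Arfgap1 GAP domain / Benchmarks: high control wells lacking Arfgap1, low control full reaction with DMSO / Times: compound-enzyme preincubation 20 min, reaction 120 min, detection 60 min, 25 °C / Repeats: one replicate per compound / Also added: human ARF1(Δ1-17)-GTP substrate / Measured by: Tracer-displacement fluorescence polarization with EDTA stop, 620/688 nm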
# * = called active by the depositor; nt = not tested or not shown.
SMILES,ASAP1 GAP inh,MBD2 inh,DDE Tn7 FP inh,proKLK7 act,Tn6 DDE FP,PLCb3 inh,ADAM17 inh,PLC-gamma1 inh,UHRF1 binding,ARFGAP1 inh
COc1cccc(C(=O)NCCS(=O)(=O)N2CCCC(C)C2)c1 (configuration not stated),-4,-2,-6,0.1,0,3,0,2,-1,4
CCOCCCNC(=O)C1CCN(Cc2cccc(OCc3ccccc3)c2)CC1,2,-5,2,0.4,8,-4,-2,1,2,-5
O=C(CN1C(=O)C2C3CC(C(Br)C3Br)C2C1=O)Nc1ccc(C(=O)O)cc1 (configuration not stated),7,2,5,-0.1,1,-11,-4,2,4,-7
COCCCNC(=O)c1ccc(S(=O)(=O)c2ccc(Cl)cc2)c(NC(C)=O)c1,4,-2,6,0.4,7,-5,-2,0,2,1
COc1cccc(C(=O)N2CCN(C(=O)c3ccc(-c4ccccc4)cc3)CC2)c1OC,-5,1,-2,0.3,-5,6,-2,0,-1,-11
CCCC1(C(=O)OC)NC(c2ccc(OC)c(OC)c2)C2C(=O)N(c3cccc(C(C)=O)c3)C(=O)C21 (configuration not stated),-1,6,5,0.4,6,-1,-2,-3,0,-3
CCN(CC)c1ncnc2c1ncn2[C@H]1CN(Cc2ccc(OC)cc2)C[C@@H](CO)O1,0,-2,6,0.1,-1,4,-2,2,-1,-17
CC(=O)N1CCc2cc(S(=O)(=O)NC(C(=O)Nc3ccc4c(c3)OCCO4)C(C)C)ccc21 (configuration not stated),-3,-2,1,0.5,0,3,3,11*,9,2
CC1(C(=O)Nc2ccc3c(c2)OCCO3)CCN1Cc1csc2ccccc12 (configuration not stated),-6,2,12,-0.5,4,-2,-2,-3,-1,-11
COc1ccc(OC)c(NC(=O)CC2SC(=Nc3ccc(F)cc3)N(CCC3=CCCCC3)C2=O)c1 (configuration not stated),9,-4,-3,-0.6,2,4,6,11*,-2,1
CC12CCC(=O)N1C(C(=O)N1CCN(c3ccc(C(F)(F)F)cc3[N+](=O)[O-])CC1)CS2 (configuration not stated),-7,1,1,0.2,0,-5,-4,0,1,1
Cn1c(=O)c(C(=O)COC(=O)c2cc(C(F)(F)F)nc3c(C(F)(F)F)cccc23)c(N)n(CC2CC2)c1=O,12,-5,5,0.4,8,0,-2,-3,2,-3
NC(=O)c1ccc(N2CCCCC2)c(N2C(=O)CCC2=O)c1,-5,5,-4,0.3,-6,1,-2,4,-1,3
CCn1nc([N+](=O)[O-])c(C(C#N)c2nc3ccccc3n2C)c(Cl)c1=O (configuration not stated),10,-3,-5,-0.1,3,-7,1,-6,-4,12
CC(=O)c1cccc(NC(=S)NNC(=O)c2ccc(C)c([N+](=O)[O-])c2)c1,-3,2,0,0.3,1,-3,2,2,-6,7
O=C(NCC(c1ccco1)N1CCOCC1)c1ccc(C(F)(F)F)cc1 (configuration not stated),-4,-4,1,0.0,0,-3,1,-2,-2,0
O=[N+]([O-])c1ccc(Cn2ccc3ccc(-c4ccc5ccn(Cc6ccccc6)c5c4)cc32)cc1,nt,0,0,-0.8,4,-22,-5,-17,0,nt
Cn1nnnc1SCCNC/C=C/c1ccccc1,8,2,4,-0.8,1,13*,5,8,3,2
CC(C)CN(C(=O)COC(=O)CCc1nc2ccccc2s1)c1c(N)n(Cc2ccccc2)c(=O)[nH]c1=O,-3,-1,0,0.1,5,-9,1,4,4,2
NS(=O)(=O)c1ccc(CCNC(=O)CN2C(=O)COc3ccc(S(=O)(=O)N4CCCC4)cc32)cc1,8,0,-3,0.2,5,-5,0,4,2,-7
CCCCNC(=O)Nc1nnc(-c2ccc(OCC)cc2)o1,-9,10,5,-1.3,1,2,-5,4,4,0
CN(c1cccc(NC(=O)CSc2ccc(Cl)cc2)c1)S(C)(=O)=O,7,0,6,0.4,2,1,-2,-3,1,-5
CCOC(=O)c1c(C)c(C(=O)NCCCN2CCCC2=O)c(C)n1CC,-4,3,0,-0.3,0,0,-7,2,-4,2
Cc1ccc(CSc2nnc(-c3ccccc3N)c(=O)[nH]2)cc1,-6,-2,0,0.7,10,-4,-2,-3,-6,-16
COc1ccc(OC)c(-n2c(SCC(N)=O)nnc2-c2c[nH]c3ccccc23)c1,-8,-1,-3,-0.5,-2,1,-1,0,-3,-12

# 16 neighbouring records from above, for reference:
SMILES,ASAP1 GAP inh,MBD2 inh,DDE Tn7 FP inh,proKLK7 act,Tn6 DDE FP,PLCb3 inh,ADAM17 inh,PLC-gamma1 inh,UHRF1 binding,ARFGAP1 inh
CC(=O)N1CCc2cc(S(=O)(=O)NC(C(=O)Nc3ccc4c(c3)OCCO4)C(C)C)ccc21 (configuration not stated),-3,-2,1,0.5,0,3,3,11*,9,2
CC1(C(=O)Nc2ccc3c(c2)OCCO3)CCN1Cc1csc2ccccc12 (configuration not stated),-6,2,12,-0.5,4,-2,-2,-3,-1,-11
COc1ccc(OC)c(NC(=O)CC2SC(=Nc3ccc(F)cc3)N(CCC3=CCCCC3)C2=O)c1 (configuration not stated),9,-4,-3,-0.6,2,4,6,11*,-2,1
CC12CCC(=O)N1C(C(=O)N1CCN(c3ccc(C(F)(F)F)cc3[N+](=O)[O-])CC1)CS2 (configuration not stated),-7,1,1,0.2,0,-5,-4,0,1,1
Cn1c(=O)c(C(=O)COC(=O)c2cc(C(F)(F)F)nc3c(C(F)(F)F)cccc23)c(N)n(CC2CC2)c1=O,12,-5,5,0.4,8,0,-2,-3,2,-3
NC(=O)c1ccc(N2CCCCC2)c(N2C(=O)CCC2=O)c1,-5,5,-4,0.3,-6,1,-2,4,-1,3
CCn1nc([N+](=O)[O-])c(C(C#N)c2nc3ccccc3n2C)c(Cl)c1=O (configuration not stated),10,-3,-5,-0.1,3,-7,1,-6,-4,12
CC(=O)c1cccc(NC(=S)NNC(=O)c2ccc(C)c([N+](=O)[O-])c2)c1,-3,2,0,0.3,1,-3,2,2,-6,7
O=C(NCC(c1ccco1)N1CCOCC1)c1ccc(C(F)(F)F)cc1 (configuration not stated),-4,-4,1,0.0,0,-3,1,-2,-2,0
O=[N+]([O-])c1ccc(Cn2ccc3ccc(-c4ccc5ccn(Cc6ccccc6)c5c4)cc32)cc1,nt,0,0,-0.8,4,-22,-5,-17,0,nt
Cn1nnnc1SCCNC/C=C/c1ccccc1,8,2,4,-0.8,1,13*,5,8,3,2
CC(C)CN(C(=O)COC(=O)CCc1nc2ccccc2s1)c1c(N)n(Cc2ccccc2)c(=O)[nH]c1=O,-3,-1,0,0.1,5,-9,1,4,4,2
NS(=O)(=O)c1ccc(CCNC(=O)CN2C(=O)COc3ccc(S(=O)(=O)N4CCCC4)cc32)cc1,8,0,-3,0.2,5,-5,0,4,2,-7
CCCCNC(=O)Nc1nnc(-c2ccc(OCC)cc2)o1,-9,10,5,-1.3,1,2,-5,4,4,0
CN(c1cccc(NC(=O)CSc2ccc(Cl)cc2)c1)S(C)(=O)=O,7,0,6,0.4,2,1,-2,-3,1,-5
CCOC(=O)c1c(C)c(C(=O)NCCCN2CCCC2=O)c(C)n1CC,-4,3,0,-0.3,0,0,-7,2,-4,2

# Additional structures:
SMILES,ASAP1 GAP inh,MBD2 inh,DDE Tn7 FP inh,proKLK7 act,Tn6 DDE FP,PLCb3 inh,ADAM17 inh,PLC-gamma1 inh,UHRF1 binding,ARFGAP1 inh
C=CCN1[C@H](C)[C@H](c2ccccc2)Oc2cc(Br)ccc2S1(=O)=O,-3,3,-9,0.0,-5,0,3,2,-2,8
CC(C)CN(C(=O)CN(C)C(=O)Cc1ccccc1Cl)c1c(N)n(CC(C)C)c(=O)[nH]c1=O,-4,1,4,0.2,3,-2,-2,-3,4,2
COc1ccc(NC(=O)C/C(C)=N/NC(=O)CCc2ccccc2)c(OC)c1,-21,0,-1,-0.8,1,-3,0,2,-2,-1
CC1Cn2c(nc3sc4c(c3c2=O)CC(C)(C)OC4)N1CCO (configuration not stated),5,-3,-9,0.6,-2,-28,-131,-14,3,9
CN1CCC[C@H]1CCNC(=O)c1c(-c2ccsc2)sc2ccccc12,10,11,-4,0.3,-1,-2,-4,2,-1,-6
O=C(CC1Sc2ccccc2NC1=O)NNc1ccc(Cl)cc1Cl (configuration not stated),-3,7,4,0.5,-3,1,-1,6,3,6
CCCOc1ccc(N2C(=O)C3ON(c4ccccc4)C(c4ccc(O)c(OC)c4)C3C2=O)cc1 (configuration not stated),-1,0,0,0.2,-1,2,4,3,-1,-10
O=C(Cc1ccc(Cl)cc1)NCCCn1ccnc1,-6,-2,-2,-0.1,3,2,-5,3,1,-13
COc1ccc(Cl)cc1NC(=O)CN1C(=O)CCS(=O)(=O)c2ccccc21,4,3,-5,0.0,-6,4,-2,0,-1,0
CCO[C@H]1OC(C(=O)N2CCCCCCC2)=C[C@@H](c2ccccc2)[C@@H]1CCCO,-4,2,2,0.2,0,-1,-7,-17,-2,0
COc1ccc(CC(=O)NNS(=O)(=O)c2cccc([N+](=O)[O-])c2)cc1OC,8,-5,0,0.6,0,0,2,5,0,1
COc1cccc(OC)c1Oc1ccc(C(F)(F)F)cn1,8,-2,6,-0.2,7,0,-2,-1,-1,-15
CCN(CC)C(=O)C(Cc1ccccc1)N1C(=O)c2ccccc2C1=O (configuration not stated),7,-1,-3,-0.4,-3,0,-4,-2,-2,-4
Cc1ccc(S(=O)(=O)N/N=C(\c2ccccc2)C2CC2)cc1,6,-2,0,0.2,-4,-6,1,0,1,-1
CCSc1nnc(NC(=O)CSc2c(Cl)cccc2Cl)s1,-8,3,9,0.4,6,-3,-5,1,0,-6
COc1ccccc1C(=O)C(=O)c1ccccc1OC,4,-5,6,-0.5,4,3,-2,1,4,10
CC(=O)/C(N=Nc1ccc(OC(F)(F)F)cc1)=C(\C)O,5,2,3,-0.2,2,-2,-4,2,-2,9
COc1cccc(NC(=O)NNC(=O)CN2C(=O)COc3ccccc32)c1,-2,-5,5,0.1,-6,-4,-6,1,1,-8
Cc1cccc(-n2c(CCn3nc(C)c([N+](=O)[O-])c3C)n[nH]c2=S)c1,15,5,-4,0.6,9,5,-5,0,5,1
O=C(Nc1cccc(Cl)c1)OC1CCC12CCC(c1ccccc1)CC2 (configuration not stated),nt,-7,7,1.0,-4,-1,4,-1,-2,nt
CCOC(=O)c1ccc(NC(=O)c2ccc(CN3CCOCC3)cc2)cc1,10,1,-8,-0.2,-5,0,0,3,1,15
CN(NC(=O)C(=O)NCc1ccco1)C(=O)Nc1ccc(Cl)cc1,1,5,5,-0.4,-4,-1,-3,1,0,-1
CC(C)CCN1C(=O)COc2ccccc2C1c1nnnn1-c1ccc2c(c1)OCCO2 (configuration not stated),nt,0,6,-0.1,-6,4,-6,-2,2,nt
COc1ccc(N2CCN(S(=O)(=O)CCNC(=O)c3ccco3)CC2)cc1,14,2,-3,-0.1,0,4,-1,1,-3,8
COc1ccccc1NC(=O)NC1(C)CCS(=O)(=O)C1 (configuration not stated),-4,4,-4,-1.1,5,-6,1,-2,-1,15
